Source: PubChem BioAssay (National Center for Advancing Translational Sciences (NCATS))
RXFP1 agonist = qHTS Assay for Agonists of the Relaxin Receptor RXFP1; Potency, µM (titrated, usually from 57.5 µM), without a hit: at the highest dose activation, usual class: activators; 370,000 tested, 0.3% active; HEK293T-RXFP1 cAMP TR-FRET, 30 min; response scale: percent of porcine relaxin response, buffer zero; Relaxin receptor 1 (Homo sapiens), Q9HBX9; note: % is set by controls: 0 for no effect and ±100 for the full control effect; nearly all actives have a fitted effect of over 60% in size; many of its hits are not listed in these tables
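Agonist response is measured as cAMP accumulation in an RXFP1-transfected HEK293T line under PDE4 inhibition. Values are scaled between buffer-only and 29 nM porcine relaxin, and EC50s come from standard Hill equation fits.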
ALOX12 inh = Primary qHTS assay for inhibitors of human arachidonate 12S-lipoxygenase (ALOX12): Round 2; Polyunsaturated fatty acid lipoxygenase ALOX12 (Homo sapiens), P18054; purified 12hLO, xylenol orange hydroperoxide absorbance; Potency, µM (highest dose often 108 µM), without a hit: at the highest dose activity change, negative = inhibition, actives largely listed as inhibitors; 580,000 tested, 1.1% active; note: % is set by controls: 0 for no effect and ±100 for the full control effect
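Purified human 12hLO (150 nM final) in 25 mM Hepes, 0.01% Triton X-100, pH 7.0 was preincubated 15 min at room temperature with compound. Then 40 uM arachidonic acid was added, 30 min. Hydroperoxide was read by Fe-XO absorbance ratio 573/405 nm.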
Vif-APOBEC3F blk = qHTS for Inhibitors of Vif-A3F Interactions: qHTS; HeLa A3F-eYFP + Vif (tagged APOBEC3F with the HIV-1 protein that degrades it), YFP fluorescence increase; Potency, µM (top dose mostly 46.1 µM), inactives show at the top dose activity, negative = active; 390,000 tested, 0.2% active; AID 602313, 2012; note: % of control where 0% means no effect; nearly all actives have a fitted effect of over 65% in size
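HeLa cells stably expressing Vif plus C-terminally eYFP-tagged A3F were seeded, incubated overnight at 37 deg C, dosed with compound, incubated overnight again at 37 deg C. Yellow fluorescence (Ex 488/Em 500-530) reported blocked Vif-mediated A3F-eYFP degradation.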
TrxR1 inh = qHTS Assay for Inhibitors of Mammalian Selenoprotein Thioredoxin Reductase 1 (TrxR1): qHTS; Thioredoxin reductase 1, cytoplasmic (Rattus norvegicus), O89049; recombinant rTrxR1, NADPH fluorescence consumption, selenite substrate; Potency, µM (top dose mostly 114 µM), without a hit: top-dose activity change, negative = inhibition, actives largely listed as inhibitors; 390,000 tested, 1% active; AID 588453, 2011; note: % is set by controls: 0 for no effect and ±100 for the full control effect; nearly all actives have a fitted effect of over 65% in size
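Rat TrxR1 (90 nM in the dispensed reagent) was pre-reduced with 400 uM NADPH for 5 min at room temperature, then incubated with compound for 15 min. After 400 uM selenite was added, NADPH fluorescence (Ex 340/Em 450 nm) was followed for 8 min.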
IDH1 R132H inh = qHTS for Inhibitors of mutant isocitrate dehydrogenase 1 (IDH1): qHTS | IDH1-R132H enzyme, NADPH consumption, diaphorase/resazurin fluorescence | Potency, µM (top dose mostly 76.6 µM), for the others: at the highest dose activity change, negative = inhibition, hits mostly inhibitors | 390,000 tested, 0.093% active; note: % is set by controls: 0 for no effect and ±100 for the full control effect; nearly all actives have a fitted effect of over 65% in size
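IDH1-R132H (0.5 ug/mL dispensed) in pH 7.5 Tris buffer was preincubated 30 min with compound, then given a substrate mix of 0.016 mM NADPH and 2 mM alpha-KG for 80 min at room temperature; remaining NADPH was read by diaphorase/resazurin fluorescence.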
USP1-UAF1 inh = Inhibitors of USP1/UAF1: Primary Screen | Ubiquitin carboxyl-terminal hydrolase 1 (Homo sapiens), O94782 | recombinant USP1/UAF1, Ub-Rhodamine cleavage fluorescence | Potency, µM (top dose mostly 57.1 µM), for inactives: at the top dose activity change, negative = inhibition, usual class: inhibitors | 390,000 tested, 0.23% active; note: % is set by controls: 0 for no effect and ±100 for the full control effect; nearly all actives have a fitted effect of over 60% in size; inactives centre near -12
Target sequence (O94782 whole entry, looked up): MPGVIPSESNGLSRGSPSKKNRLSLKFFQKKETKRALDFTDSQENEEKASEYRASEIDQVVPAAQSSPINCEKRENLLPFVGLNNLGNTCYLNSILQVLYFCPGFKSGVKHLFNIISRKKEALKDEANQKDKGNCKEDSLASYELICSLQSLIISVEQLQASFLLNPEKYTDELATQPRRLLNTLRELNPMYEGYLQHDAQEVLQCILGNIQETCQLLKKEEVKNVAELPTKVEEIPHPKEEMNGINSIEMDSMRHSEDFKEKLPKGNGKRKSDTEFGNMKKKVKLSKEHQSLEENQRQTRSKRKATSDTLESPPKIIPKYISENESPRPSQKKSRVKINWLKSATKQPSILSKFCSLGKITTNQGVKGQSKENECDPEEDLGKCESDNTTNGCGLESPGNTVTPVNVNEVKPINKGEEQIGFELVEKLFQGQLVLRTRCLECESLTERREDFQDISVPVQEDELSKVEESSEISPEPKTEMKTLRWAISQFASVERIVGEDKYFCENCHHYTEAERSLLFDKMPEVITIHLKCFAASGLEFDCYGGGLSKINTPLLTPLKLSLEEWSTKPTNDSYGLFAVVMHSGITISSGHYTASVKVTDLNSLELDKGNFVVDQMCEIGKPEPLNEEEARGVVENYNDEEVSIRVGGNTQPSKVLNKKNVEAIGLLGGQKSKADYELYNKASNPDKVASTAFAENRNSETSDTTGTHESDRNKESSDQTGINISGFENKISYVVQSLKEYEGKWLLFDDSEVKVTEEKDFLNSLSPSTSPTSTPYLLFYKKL
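High-throughput fluorogenic screen: 1nM USP1/UAF1 complex, Ub-Rho substrate 150nM final, 50mM HEPES pH 7.8 with 0.5mM EDTA, 0.1 mg/ml BSA, 1mM TCEP and 0.01% Tween-20.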
Vif-A3G inh = qHTS for Inhibitors of Vif-A3G Interactions: qHTS | HeLa A3G-eYFP + Vif (tagged APOBEC3G with the HIV-1 protein that degrades it), YFP fluorescence, overnight | Potency, µM (titrated, usually from 46.1 µM), without a hit: at the top dose activity, negative = active, hits mostly inhibitors | 410,000 tested, 0.076% active | AID 602310, 2012;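 note: % is set by controls: 0 for no effect and ±100 for the full control effect; nearly all actives have a fitted effect of over 60% in size; hits raise eYFP signal because A3G escapes Vif-driven loss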
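HeLa cells stably expressing Vif and C-terminally eYFP-tagged A3G, seeded overnight at 37 deg C, then exposed to compound by pintool overnight at 37 deg C. Rise in yellow fluorescence (Ex 488/Em 500-530, Acumen) marks blocked Vif-driven A3G degradation.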
TrxR1 substrate = qHTS Assay for Substrates of Mammalian Selenoprotein Thioredoxin Reductase 1 (TrxR1): qHTS; purified TrxR1 substrate turnover, NADPH consumption readout; Thioredoxin reductase 1, cytoplasmic (Rattus norvegicus), O89049; 390,000 tested, 0.01% active; Potency, µM (titrated, usually from 114 µM), for the others: at the highest dose activity change, negative = substrate turnover; note: % is set by controls: 0 for no effect and ±100 for the full control effect; nearly all actives have a fitted effect of over 50% in size
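Rat TrxR1, dispensed at 90 nM, was prereduced with 400 uM NADPH (final) for 5 min at ~22 deg C, then incubated with compound 15 min before 400 uM selenite. A first-read NADPH fluorescence drop versus no-compound background flagged substrates.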
RGS4 inhibitor = Inhibitors of Regulator of G Protein Signaling (RGS) 4: qHTS. Transcreener GDP fluorescence polarization, RGS4-accelerated GTP hydrolysis. AID 504845, 2011. Potency, µM (highest dose often 114 µM), for inactives: at the highest dose activity change, negative = inhibition, most hits filed as inhibitors. Regulator of G-protein signaling 4 (Homo sapiens), P49798. 390,000 tested, 0.039% active; note: % is set by controls: 0 for no effect and ±100 for the full control effect; nearly all actives have a fitted effect of over 75% in size; some results filed as inactive show a strong effect at the top dose
Target sequence (P49798 whole entry, looked up): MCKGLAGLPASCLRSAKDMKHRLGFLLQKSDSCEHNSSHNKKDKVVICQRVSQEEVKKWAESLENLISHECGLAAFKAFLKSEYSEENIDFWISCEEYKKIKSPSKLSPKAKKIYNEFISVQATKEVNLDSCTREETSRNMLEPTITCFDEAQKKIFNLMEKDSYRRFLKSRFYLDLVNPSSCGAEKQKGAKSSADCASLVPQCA
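MLSMR compounds (23 nl, pin-transferred) preincubated 10 min at room temperature with a 500nM (2x) first reagent, then RGS4 at 900nM (2x) plus Transcreener GDP mix added; fluorescence polarization (620/688 nm) read before and after 90 min at 30 °C.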
Starred values were filed as active, the others as inactive; ? = inconclusive; . = not tested or not shown; & = joins results of further samples; [ ] = dose if it differs, or a comment. Calls come from the whole dose curve; as a rule, active = well fitted curve in the direction sought with a large enough effect; inconclusive = small, poorly fitted or top-dose-only effect, or another doubt; inactive = no such curve, though single readings can be large; an effect the other way counts as inactive or inconclusive. Potency is the fitted concentration of half-maximal effect.

| Compound | RXFP1 agonist | ALOX12 inh | Vif-APOBEC3F blk | TrxR1 inh | IDH1 R132H inh | USP1-UAF1 inh | Vif-A3G inh | TrxR1 substrate | RGS4 inhibitor |
| --- | --- | --- | --- | --- | --- | --- | --- | --- | --- |
| CCOC(=O)c1cnc(-c2ccccc2)nc1Oc1ccc(Cl)cc1 | 4.9% | -6% | 8% | 18%[57.1 µM] | 2% | -12% | -1% | 4%[57.1 µM] | -17% |
| C#CCOCCOCCOCCNc1nc(N2CCN(C(=O)Cn3cc(CC(C)O)nn3)CC2)nc(N2CCN(C(=O)[C@H](CCCCN)n3cc(CCCC)nn3)CC2)n1 (stereo not given in full) | . | -2% | -7% | 5%[57.1 µM] | -13% | -17% | 2% | 7% | -37% |
| COc1cccc(Oc2c(C)oc3c(CN4CCOCC4)c(O)ccc3c2=O)c1 | . | -7% | 0% | ? | 3% | -1% | 2% | 229%[activator] | 43% |
| CC1CCN(C2=NC(=O)/C(=C/c3cn[nH]c3-c3ccccc3)S2)CC1 | -0.8% | -6% | -14% | 16%[57.1 µM] | 1% | -10% | -9% | -10% | 9% |
| CN(CC(=O)Nc1ccc(Cl)cc1)C(=O)CCC1CCCC1 | -0.2% | 0% | 2% | 9% | 11% | -12% | 2% | -2% | 21% |
| CC(C)C(NC(=O)c1ccccc1F)C(=O)NCc1ccccc1 (stereo not given) | 2.0% | 17% | -38% | 11%[57.1 µM] | 3% | -16% | 1% | 10%[57.1 µM] | ? |
| COc1ccc(N2C(=O)c3ccccc3NC2c2ccccc2O)cc1 (stereo not given) | 3.8% | -52% | 7% | 28% | 0% | -23% | -22% | 14% | 16% |
| CCc1c(C)nc2nc(SCc3ccccc3)[nH]n2c1=O | 1.7% | 0% | -27% | 12% | 3% | -18% | -13% | 3% | -20%[56.9 µM] |
| Cc1occc1C(=O)N/N=C/c1ccc[nH]1 | . | 487%[activator] | -5% | -19% | 7% | ? | -9% | -11% | ? |
| CCCN=C1N(C)C[C@@H]2[C@@H]3C(=O)N(Cc4ccccc4)C(=O)[C@@H]3[C@](Cc3ccccc3)(C(=O)OC)N12 | . | -42% | 5% | ? | 11% | -25% | 1% | 8% | -14% |
| Cc1nn(CC(=O)Nc2ccc(Cl)c(S(=O)(=O)N(C)C)c2)c(C)c1[N+](=O)[O-] | -0.7% | -17% | -3% | -5% | -1% | -22% | 2% | -10% | 4% |
| COc1cc(/C=N/Nc2nc(N3CCCC3)nc(N3CCCC3)n2)ccc1O | 1.5% | 6% | -4% | 17% | 7% | -7% | -1% | -1% | -6% |
| CC(C)CC1(C)NC(=O)N(CC(=O)Nc2cccc(S(=O)(=O)N(C)c3ccccc3)c2)C1=O (stereo not given) | -0.7% | 5% | -4% | 29%[57.1 µM] | 6% | -9% | -3% | 6%[57.1 µM] | -15% |
| COc1cccc(C(=O)Nc2nc(-c3ccccc3)c(-c3ccccc3)o2)c1 | 0.8% | 3% | 0% | 28% | -6% | -20% | 1% | 2% | 2%[11.4 µM] |
| CCC(C)C(NC(=O)c1ccc(Cl)cc1)C(=O)Nc1cccnc1 (stereo not given) | 0.3% | 4% | 14% | 20% | -10% | -15% | 1% | 4% | 21% |
| NC(=O)c1nsc(C(=O)N(c2cccc(O)c2)C(C(=O)NC2CCCC2)c2ccc(Cl)cc2)c1N (stereo not given) | 1.8% | -31% | -1% | -5%[57.1 µM] | -3% | -7% | -3% | -2%[57.1 µM] | -19% |
| Cc1cccc(C)c1OCCOCCN1CCN(C)CC1 | -0.9% | ? | 2%&-4% | 16%&0% | -4%&8% | -4%&-12% | 6%&2% | 3%&7% | 15%&-5% |
| CCOC(=O)C1CCCN(C(=O)c2ccc(Cl)c(S(=O)(=O)N3CCCCCC3)c2)C1 (stereo not given) | 0.4% | -2% | -6% | 6% | 0% | -6% | 1% | 0% | 6% |
| S=C1NCC(c2ccccc2)S1 (stereo not given) | . | 0% | 8% | 12% | -2% | -2% | -2% | 5% | -15% |
| Cc1ccc(NC(=S)N2CCC(C(N)=O)(N3CCCCC3)CC2)c(C)c1 | -3.1% | -8% | -1% | -3%[57.1 µM] | 3% | -10% | -1% | -1%[57.1 µM] | -1% |
| COc1ccccc1C1CCN(C(=O)c2cnn(-c3ccccc3)c2C)CC1 | 0.5% | ? | 2% | 14% | -5% | -12% | -1% | -6% | 16% |
| CCCCn1ccc(O)c(Cc2ccc(F)cc2)c1=O | 0.1% | 1% | -2% | 11%[57.1 µM] | 14% | -23% | -3% | -5%[57.1 µM] | 10% |
| Cc1ccnc(NC(=O)C2CC(=O)N(c3ccc4c(c3)OCCO4)C2)c1 (stereo not given) | -0.8% | 2% | 0% | 5% | -7% | -13% | 2% | -6% | 6% |
| Cc1ccc(S(C)(=O)=N/C=C2\C(=O)c3sccc3N(C)S2(=O)=O)cc1 (stereo not given) | -1.8% | 50%[activator] | 9% | -24% | ? | -4% | -1% | -5% | -1% |
| Cc1onc(-c2ccccc2Cl)c1-c1nc(-c2ccccn2)no1 | 0.5% | -17% | -5% | 1% | 3% | -4% | -17% | -7% | -4% |
| O=C(COC(=O)/C=C/c1cccc(Br)c1)Nc1ccc(Cl)cn1 | . | -4% | 2% | . | 2% | -13% | 0% | . | . |
| CC(=O)Nc1c(-c2ccccc2)nc2cc(C)ccn12 | 0.4% | 5% | 0% | -11% | 7% | -4% | -1% | 16%[57.1 µM] | -10% |
| CCCC[C@@H]1CNCCN1CCc1cc(C(F)(F)F)cc(C(F)(F)F)c1 | 1.5% | -10% | 4% | 0%[57.1 µM] | 13% | -27% | -8% | -10%[57.1 µM] | -10% |
| CCOC(=O)C1=C(CS(=O)(=O)c2ccc(F)cc2)NC(=O)NC1c1ccc(OCC)c(OC)c1 (stereo not given) | -1.5% | -21% | -6% | -3% | 10% | -9% | -5% | -7% | 17% |
| Cc1csc(=O)n1CCC(=O)OCC(=O)Nc1ccc(C(N)=O)cc1 | -0.7% | -29% | -21% | -14% | -1% | -12% | 0% | -12% | -3% |
| O=C(c1ccc(Cn2cnnn2)cc1)N1CCCC(Nc2ccc(F)c(F)c2)C1 (stereo not given) | 0.2% | 0% | 3% | 7% | -8% | -23% | 5% | -3% | 16% |
| O=C(O)CCCCCCNC(=O)c1cncc(O)c1 | 1.5% | -14% | -6% | 22%[57.1 µM] | 2% | -3% | -2% | 12%[57.1 µM] | ? |
| CN(Cc1cccs1)C(=O)CCc1ccc(S(=O)(=O)N2CCOCC2)cc1 | 0.7% | 0% | -13% | 2% | 10% | -5% | 0% | -10% | 9% |
| CCOC(=O)C1=C(C)Nc2ccccc2N=C1N | -1.8% | 9% | 2% | 19%[57.1 µM] | 3% | -15% | 2% | 7%[57.1 µM] | -1% |
| COc1cc(/C=N/n2c(COc3ccccc3)n[nH]c2=S)cc(OC)c1OC(C)=O | 4.2% | -12% | -1% | -14% | -2% | -10% | -1% | -2% | -40% |
| COc1ccc2oc(C(=O)Nc3nc(-c4ccccn4)cs3)c(C)c2c1 | 7.4% | -4% | -1% | 0% | 6% | -7% | 0% | 9% | -19% |
| Cc1c(C)n(Cc2ccccc2)c2ccc(C(=O)N3CCN(c4ccccc4)CC3)cc12 | 1.1% | ? | -4% | 14%[57.1 µM] | -11% | ? | 4% | -1%[57.1 µM] | -13% |
| O=C(Oc1cccc(NC2=NS(=O)(=O)c3ccccc32)c1)c1ccncc1 | 1.1% | -19% | -3% | 15% | -12% | -20% | -6% | 2% | 32% |

Record cards, as listed above. Screens in order: RXFP1 agonist | ALOX12 inh | Vif-APOBEC3F blk | TrxR1 inh | IDH1 R132H inh | USP1-UAF1 inh | Vif-A3G inh | TrxR1 substrate | RGS4 inhibitor
Entry for `COc1cc(/C=N/Nc2nc(N3CCCC3)nc(N3CCCC3)n2)ccc1O` → 1.5% | 6% | -4% | 17% | 7% | -7% | -1% | -1% | -6%
Entry for `O=C(Oc1cccc(NC2=NS(=O)(=O)c3ccccc32)c1)c1ccncc1` → 1.1% | -19% | -3% | 15% | -12% | -20% | -6% | 2% | 32%

This is a subset. The share of hits here may be higher or lower than overall.
